Source: PubChem BioAssay
Pf growth 48h = Primary qHTS for delayed death inhibitors of the malarial parasite plastid, 48 hour incubation. P. falciparum luciferase growth in erythrocytes, 48 h. Potency, µM (top dose mostly 28.7 µM), for the others: at the highest dose activity change, negative = inhibition, hits mostly inhibitors. 5.9% of 310,000 active
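Compounds are pin-transferred into medium, infected erythrocytes (2% hematocrit, 0.1% parasitemia final) are added, and plates sit one parasite generation at 37 C in 5% CO2. Detection reagent is then added and luminescence measured.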
LmPK inhibitor = qHTS Assay for Inhibitors of Leishmania Mexicana Pyruvate Kinase (LmPK) | Q27686 | 0.37% of 290,000 active | purified LmPK, Kinase-Glo ATP luminescence, 1 h | Potency, µM (top dose mostly 57.5 µM), for the others: at the top dose activity change, negative = inhibition, actives largely listed as inhibitors
Target sequence (Q27686 whole entry, looked up): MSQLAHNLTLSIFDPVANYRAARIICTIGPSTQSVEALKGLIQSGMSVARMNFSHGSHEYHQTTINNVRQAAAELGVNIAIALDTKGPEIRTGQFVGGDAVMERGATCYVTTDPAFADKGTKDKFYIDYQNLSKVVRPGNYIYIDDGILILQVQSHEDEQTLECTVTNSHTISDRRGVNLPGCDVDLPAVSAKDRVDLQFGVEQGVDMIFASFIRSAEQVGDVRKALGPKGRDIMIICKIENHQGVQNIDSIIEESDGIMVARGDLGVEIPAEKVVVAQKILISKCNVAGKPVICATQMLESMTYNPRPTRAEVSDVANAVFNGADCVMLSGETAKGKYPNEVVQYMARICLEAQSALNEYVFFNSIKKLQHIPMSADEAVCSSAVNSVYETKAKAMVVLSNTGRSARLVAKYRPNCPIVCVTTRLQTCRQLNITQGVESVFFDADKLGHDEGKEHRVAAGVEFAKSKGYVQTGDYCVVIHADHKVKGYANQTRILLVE
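0.1 nM LmPK, 0.5 mM PEP, 0.1 mM ADP; 50 mM imidazole pH 7.2, 7 mM MgCl2, 50 mM KCl; 1 h RT. Kinase-Glo luminescence readout, normalized to no-enzyme (full inhibition) and uninhibited wells.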
Sm TGR block = qHTS Assay for the Inhibitors of Schistosoma Mansoni Peroxiredoxins; Schistosoma mansoni thioredoxin glutathione reductase (TGR), Q962Y6; purified TGR, DTNB reduction, TNB absorbance 405 nm; Potency, µM (series often up to 114 µM), for inactives: top-dose activity change, negative = inhibition, actives largely listed as inhibitors; 3% of 360,000 active; AID 485364, 2010; note: nearly all actives have a fitted effect of over 60% in size
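First, TGR (20 nM dispensed) and NADPH were mixed with compound. Second, a 15 min room-temperature incubation followed. Third, further NADPH and then DTNB were added to start the reaction. Finally, TNB absorbance was monitored kinetically.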
Tb PYK inh = qHTS of Trypanosoma Brucei Inhibitors; pyruvate kinase (Trypanosoma brucei), Q57TT1; Potency, µM (doses to about 76.8 µM), for the others: at the top dose activity, negative = inhibition, hits mostly inhibitors; TbPYK enzyme, Kinase-Glo Plus ATP luminescence, 45 min; AID 624173, 2012; 0.12% of 410,000 active; note: nearly all actives have a fitted effect of over 50% in size
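Screened from lowest to highest concentration, compounds were pinned into TbPYK/substrate mixtures, and ADP (130 uM final) was added. Plates sat at room temperature for 45 min prior to Kinase-Glo Plus detection by luminescence.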
HCV inh = qHTS Assay for Inhibitors of Hepatitis C Virus (HCV) | 3.4% of 340,000 active | AID 651820, 2012 | Potency, µM (doses to about 41.8 µM), without a hit: top-dose activity change, negative = inhibition, hits mostly inhibitors | Huh7.5.1 HCVcc-Cre infection, luciferase reporter, 44 h
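After 44 h co-culture of compound, cells and HCVcc-Cre (~0.5 moi), substrate is added for 15 min at room temperature and luciferase measured over 15 sec. Cells were seeded at 1,000/well and pre-cultured 4 h.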
Pf growth 96h = Primary qHTS for delayed death inhibitors of the malarial parasite plastid, 96 hour incubation | P. falciparum luciferase reporter growth, 96 h | Potency, µM (series often up to 28.7 µM), inactives show top-dose activity change, negative = inhibition, actives largely listed as inhibitors | 6.9% of 320,000 active | AID 504834, 2011
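Infected RBCs, 2% Hct / 0.05% parasitemia final; luciferase-reporter P. falciparum; cpd 96 h, 37 C, 5% CO2; luciferase detection reagent; luminescence.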
Starred values were filed as active, the others as inactive; ? = inconclusive; nt = no result given; & = joins results of further samples; [ ] = dose if it differs, or a comment. Calls come from the whole dose curve; as a rule, active = well fitted curve in the direction sought with a large enough effect; inconclusive = small, poorly fitted or top-dose-only effect, or another doubt; inactive = no such curve, though single readings can be large; an effect the other way counts as inactive or inconclusive. % is set by controls: 0 for no effect and ±100 for the full control effect; potency is the fitted concentration of half-maximal effect.

nr	SMILES	Pf growth 48h	LmPK inhibitor	Sm TGR block	Tb PYK inh	HCV inh	Pf growth 96h
1	O=C(CCNS(=O)(=O)c1ccc2[nH]c(=O)oc2c1)NCc1ccc(F)cc1	15%	-2%	0%	4%	21%	20%
2	CS(=O)(=O)c1ccccc1C(=O)Nc1ccc2sccc2c1	9%	13%	1%	-1%	0%	36%[activator]
3	CC(C)Cn1c(N)c(C(=O)CSc2nnc(-c3ccco3)n2C)c(=O)n(C)c1=O	5.2µM*	nt	-23%	-2%	16%	1.3µM*
4	Cc1cc(OC(C)C)c2c(-c3ccccc3)cc(=O)oc2c1	?	4%	0%	-6%	?	6%
5	O=C(O)c1ccc(NC2OC[C@@H](O)[C@H](O)[C@H]2O)cc1 (some centres not stated)	?	nt	2%	2%	21%	13%
6	Cc1ccc(C(=O)Nc2ccc(S(=O)(=O)O)c3cc(S(=O)(=O)O)cc(S(=O)(=O)O)c23)cc1NC(=O)c1cccc(NC(=O)Nc2cccc(C(=O)Nc3cc(C(=O)Nc4ccc(S(=O)(=O)O)c5cc(S(=O)(=O)O)cc(S(=O)(=O)O)c45)ccc3C)c2)c1	2%	nt	nt	7%	nt	-12%
7	Cn1nnnc1SCC(=O)Nc1ccccc1Cc1ccccc1	-4%	0%	1%	-3%	22%	30%
8	COc1ccc(Cl)cc1NC(=O)CN(C)C(=O)c1cc2ccccc2cc1O	?	nt	-12%	0%	0%	?

3 structures out of the list, sorted by heavy-atom count, falling:
nr	SMILES	Pf growth 48h	LmPK inhibitor	Sm TGR block	Tb PYK inh	HCV inh	Pf growth 96h
6	Cc1ccc(C(=O)Nc2ccc(S(=O)(=O)O)c3cc(S(=O)(=O)O)cc(S(=O)(=O)O)c23)cc1NC(=O)c1cccc(NC(=O)Nc2cccc(C(=O)Nc3cc(C(=O)Nc4ccc(S(=O)(=O)O)c5cc(S(=O)(=O)O)cc(S(=O)(=O)O)c45)ccc3C)c2)c1	2%	nt	nt	7%	nt	-12%
8	COc1ccc(Cl)cc1NC(=O)CN(C)C(=O)c1cc2ccccc2cc1O	?	nt	-12%	0%	0%	?
4	Cc1cc(OC(C)C)c2c(-c3ccccc3)cc(=O)oc2c1	?	4%	0%	-6%	?	6%

Other entries
nr	SMILES	Pf growth 48h	LmPK inhibitor	Sm TGR block	Tb PYK inh	HCV inh	Pf growth 96h
9	COc1ccc(C(=O)Cc2cc(OC)c(OC)cc2[N+](=O)[O-])cc1	49%[activator]	-3%	13%	-3%	-1%	2%
10	Cc1c(-c2ccc(F)cc2)nc(N)c(C#N)c1-c1cccs1	6%	3%	-2%	5%	-23%	-2%
11	CCCCNC(=O)CSc1nc2ccccc2c(=O)n1C1CCCC1	13µM*	5%	0%	3%	?	56%[activator]
12	C=CCOC(=O)COc1ccc2c(C)c(C)c(=O)oc2c1C	?	0%	1%	2%	-4%	-7%
13	Cc1cccc(Nc2nccc(N(C)C)c2C#N)c1	6%	3%	5%	-3%	19%	0%
14	C=CCN1CC[C@@]2(C)c3cc(O)ccc3CC1[C@@H]2C	?	4%	-31%	1%	-8%	?
15	CC1(C)CC(CC(=O)Nc2nccs2)(c2ccccc2)CCO1 (configuration not stated)	?	-18%	0%	1%	4%	46%[activator]
16	Cc1ccsc1C(=O)N1CCCC(CCC(=O)N2CCN(c3ccccn3)CC2)C1 (configuration not stated)	?	2%	3%	-4%	-26%	-14%
17	O=C(NN1C(=O)C2C3C=CC(C3)C2C1=O)C(O)c1ccccc1 (configuration not stated)	28%	0%	0%	7%	12%	?
18	CCc1noc(C)c1C(=O)Nc1nc(-c2ccccc2)c(C(C)=O)s1	-29%	nt	3%	-1%	10%	?
19	Cc1ccc(C)c(S(=O)(=O)NCc2ccc(C(=O)NCc3ccccn3)cc2)c1	-12%	2%	6%	-18%	22%	nt
20	CCCCCN(C(=O)NC(=O)Nc1ccc(C)cc1)S(=O)(=O)c1ccccc1	26%	1%	-21%	-1%	5%	61%[activator]
21	COc1ccc(N2CCN(C3CCCN(C(=O)c4ccoc4)C3)CC2)cc1 (configuration not stated)	?	-7%	-6%	0%	6%	?
22	Cc1nccn1CCOc1ccc(Cl)cc1	2%	-7%	4%	-4%	-8%	38%[activator]
23	O=c1c2ccccc2sc2nc(C3CCCCC3)n(Cc3ccco3)c(=O)c12	1.7µM*	-9%	10µM*	-4%	-5%&-4%	6.6µM*
24	O=C(/C=C/c1c(Cl)nc2ccccn12)N1CCN(c2ccccc2F)CC1	0%	-2%	-1%	7%	?	24%
25	COc1ccccc1NC(=O)c1ccc(NC(=O)CN2CCCC2)cc1	1%	-3%	1%	4%	?	11%
26	Cc1ccsc1/C=N/Nc1ccc(Cl)nn1	27%	2%	-16%	0%	?	36%[activator]
27	CCNC(=O)CSc1nnc(-c2cccc(S(=O)(=O)N(CC)CC)c2)n1CCc1ccccc1	?	7%	0%	?	-7%	?
28	COc1cccc(C(c2sc3ncnn3c2O)N2CC(C)OC(C)C2)c1 (configuration not stated)	-11%	3%	3%	0%	1%	57%[activator]
29	O=C(Nc1nccs1)c1ccc(COc2ccccc2)o1	51%[activator]	0%	-20%	-4%	11%	-95%
30	CCC(C)NC(=O)CCCc1ccccc1 (configuration not stated)	60%[activator]	1%	1%	6%	2%	nt
31	COC(=O)[C@@]1(Cc2ccc(OC)cc2)[C@H]2c3cc(C(=O)N4CCCC4)n(CCO)c3C[C@H]2CN1C(=O)c1ccccc1	?	5%	-26%	0%	2%[8.37 µM]	4.7µM*
32	CN1CCC(=NNC(=O)C(=O)NC2CCCC2)CC1	nt	3%	-21%	4%	25%	nt
33	COc1ccc(CCNC(=O)Cn2cc(C(F)(F)F)cc(Cl)c2=O)cc1OC	6.6µM*	2%	2%	1%	0%	?
34	CCc1cc2c(SCC(=O)N(CC)c3c(N)n(Cc4ccccc4)c(=O)[nH]c3=O)ncnc2s1	-24%	2%	-9%	0%	?	-2%
35	CN(C)c1cccc(C(=O)OCC(=O)NCC2CCCO2)c1 (configuration not stated)	-13%	2%	0%	-4%	-4%	0%
36	COP(=O)(OC)c1nc(-c2ccccc2)oc1NCc1ccccc1	?	3%	0%	0%	6%	?
37	Cc1cc2nc(-c3ccc(=O)[nH]c3)n(C)c2cc1C	8%	1%	5%	3%	?	32%[activator]
38	CC(=O)Nc1cnc2ccccc2n1	6%	0%	-2%	-1%	6%	-13%
39	COc1cc(/C=N/NC(=S)NC2CC3C=CC2C3)cc(OC)c1OC (configuration not stated)	5.2µM*	1%	-13%	-4%	?	2.9µM*
40	COc1ccc(OC)c(S(=O)(=O)N2CCN(c3ncccn3)CC2)c1	6%	0%	-11%	-3%	7%	12%
41	CCOC(=O)N1CCN(C(=O)c2ccc3nc(C)sc3c2)CC1	0%	-10%	9%	?	7%	?
42	Cc1ccc(CC(=O)O/N=C(\N)Cc2ccc([N+](=O)[O-])cc2)cc1	4%	2%	0%	-6%	-9%	-19%
43	Cc1cc(C)cc(C(=O)OCC(=O)NCCNC(=O)COC(=O)c2cc(C)cc(C)c2)c1	?	-11%	?	0%	-11%	?
44	CC(Sc1cccc[n+]1[O-])C(=O)Nc1ccc([N+](=O)[O-])cc1Cl (configuration not stated)	12%[5.75 µM]	-1%	6%	1%	-4%	1%
45	O=C(Cn1ccc2ccccc2c1=O)N1CCN(Cc2ccc3c(c2)OCO3)CC1	-1%	0%	-22%	-4%	-14%	-30%
46	COc1ccc(CCNc2ccc(S(=O)(=O)N3CCN(C)CC3)cc2[N+](=O)[O-])cc1	?	nt	-8%	5%	?	?
47	O=C(CC(=O)NC1CCCCC1)N/N=C/c1ccccc1F	24%	1%	5%	nt	nt	12%
48	Cc1ccc2oc(/N=C(\N)NC(=O)C3CC3)nc2c1	121%[activator]	0%	-11%	5%	-27%	nt
49	COc1cc(CCC(=O)OCC(=O)Nc2c(Cl)cccc2Cl)cc(OC)c1OC	-1%	1%	-11%	1%	10%	41%
50	Cc1nc2c(-c3ccccc3)cnn2c(N)c1-c1ccccc1	45%[activator]	-2%	-3%	-3%	?	21%
51	CCc1cccc(CC)c1NC(=O)CSc1nnc(C2CC2)n1N	11%	nt	-8%	-2%	?	1%
52	COC(=O)C1=C(c2ccccc2OCc2ccccc2)C[C@@H]2CC[C@H]1N2C(=O)NCc1ccc(Br)cc1	10µM*	nt	-2%	-10%	?	?
53	COCCn1cc(C(=O)NCc2ccco2)c2c3ccccc3n(C)c2c1=O	-8%	-1%	-22%	0%	-2%	?
54	COc1ccc(/C=N/NC(=O)c2cccnc2)cc1COc1ccc([N+](=O)[O-])cc1	-21%	6%	1%	-2%	-10%	28%
55	CC1(C)CN=C(Nc2ccccc2C(F)(F)F)S1	72%[activator]	-2%	-35%	2%	?	6%
56	Cc1occc1C(=O)Nc1nnc(-c2ccncc2)s1	19%	-7%	0%	-4%	7%	nt
57	CCC(C)(C)C1CCc2[nH]nc(C(=O)NCCNC(=O)OC(C)(C)C)c2C1 (configuration not stated)	?	nt	-4%	-1%	-13%	-22%
58	O=C(O)c1ccccc1C(=O)N1N=C(c2ccccc2)CC1c1ccccc1O (configuration not stated)	-17%	-6%	-14%	-2%	22%	?
59	Nc1ccc(Oc2ncccn2)cc1	-2%	-2%	35µM*	-6%	10%	3%
60	CCOC(=O)C1CCN(CCCSc2ccc(Cl)cc2)CC1	-6%	6%	-6%	5%	-4%	5%
61	Cc1cc(C)c(COc2ccc(/C=N/n3c(C)n[nH]c3=S)cc2)c(C)c1	12µM*	2%	-12%	-33%	8%	12%
62	COCCN(C(=O)c1cccc(OC)c1)c1nnc(-c2ccncc2)s1	?	-1%	-23%	-6%	-18%	nt
63	CC(C)(CN1CCCCC1)NS(=O)(=O)c1ccc(Cl)cc1	0%	-5%	2%	-1%	-5%	nt
64	Cc1ccccc1CC(=O)NCCN1CCOCC1	7%	1%	0%	0%	14%	?

Grouped by structure: the compounds so far with an aryl thioether with sulfur outside any ring.
nr	SMILES	Pf growth 48h	LmPK inhibitor	Sm TGR block	Tb PYK inh	HCV inh	Pf growth 96h
3	CC(C)Cn1c(N)c(C(=O)CSc2nnc(-c3ccco3)n2C)c(=O)n(C)c1=O	5.2µM*	nt	-23%	-2%	16%	1.3µM*
7	Cn1nnnc1SCC(=O)Nc1ccccc1Cc1ccccc1	-4%	0%	1%	-3%	22%	30%
11	CCCCNC(=O)CSc1nc2ccccc2c(=O)n1C1CCCC1	13µM*	5%	0%	3%	?	56%[activator]
27	CCNC(=O)CSc1nnc(-c2cccc(S(=O)(=O)N(CC)CC)c2)n1CCc1ccccc1	?	7%	0%	?	-7%	?
34	CCc1cc2c(SCC(=O)N(CC)c3c(N)n(Cc4ccccc4)c(=O)[nH]c3=O)ncnc2s1	-24%	2%	-9%	0%	?	-2%
44	CC(Sc1cccc[n+]1[O-])C(=O)Nc1ccc([N+](=O)[O-])cc1Cl (configuration not stated)	12%[5.75 µM]	-1%	6%	1%	-4%	1%
51	CCc1cccc(CC)c1NC(=O)CSc1nnc(C2CC2)n1N	11%	nt	-8%	-2%	?	1%
60	CCOC(=O)C1CCN(CCCSc2ccc(Cl)cc2)CC1	-6%	6%	-6%	5%	-4%	5%
